14-3-3g Raf = alters human 14-3-3 gamma binding to Raf peptide; AID 422; 0.19% of 160,000 active; inhibition, % at 40 µM; FP, 14-3-3gamma / TMR-pS259-Raf peptide binding; P61981; in the data active = inhibition above about 30%;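 note: 0% = protein plus tracer without compound and 100% = blank with tracer alone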
Target sequence (P61981 whole entry, looked up): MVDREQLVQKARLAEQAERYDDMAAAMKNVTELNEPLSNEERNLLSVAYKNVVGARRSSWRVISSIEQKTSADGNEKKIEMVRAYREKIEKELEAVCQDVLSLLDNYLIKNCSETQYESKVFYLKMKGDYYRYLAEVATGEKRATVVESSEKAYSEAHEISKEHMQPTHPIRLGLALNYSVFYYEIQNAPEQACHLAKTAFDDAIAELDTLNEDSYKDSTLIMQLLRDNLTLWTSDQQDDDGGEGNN
* marks the source's active call; other numbers are inactive results; & = joins results of further samples.

14-3-3g Raf | SMILES
-28 | O=C(c1ccc2c(=O)n(Cc3ccco3)c(=S)[nH]c2c1)N1CCN(Cc2ccccc2)CC1
0 | COc1ccc(S(=O)(=O)N2CCCC(C(=O)NCc3ccco3)C2)cc1Cl (centres undefined)
-19 | Clc1ccc(OCc2nc(-c3ccccc3)no2)cc1
-2 | COC(=O)c1c(C)oc2c1cc(NS(=O)(=O)c1ccc(Cl)cc1)c1ccccc12
-4 | O=C(COc1ccc(-c2ccccc2)cc1)Nc1nccs1
-4 | COC(=O)[C@H](C)NC(=O)NCc1ccc(F)cc1
-3 | CC1CCc2cc(F)ccc2N1S(=O)(=O)c1ccc2c(c1)CCN2C(=O)C1CC1 (centres undefined)
-1 | COC(=O)c1ccc(N2C(=O)CSC2c2cccc(C(F)(F)F)c2)cc1 (centres undefined)
-8 | COc1ccc(CC(=O)Nc2c3c(nn2-c2cccc(Cl)c2)CS(=O)(=O)C3)cc1
-8 | CCOc1ccc(-c2cc(C(=O)NCC3COc4ccccc4O3)c3ccccc3n2)cc1 (centres undefined)
3 | COCCn1c(NCc2ccc(C)cc2)nc2c1c(=O)[nH]c(=O)n2C
4 | CCc1ccc(C2=Nn3c(C)nnc3SC2)cc1
2 | Cc1c(C(=O)NCc2ccccn2)sc2nc(-c3ccc(F)cc3)cn12
-14 | O=C(Nc1ccc2c(c1)OCO2)C1CCN(S(=O)(=O)c2ccccc2)CC1
-21 | O=C(Nc1ccc(OC(F)(F)F)cc1)c1cc(-c2ccco2)on1
-3 | CC1(C)CN=C(N2CCN(C3=NCC(C)(C)S3)CC2)S1
0 | CNc1oc(-c2ccc(OCc3ccccc3)cc2)nc1C#N
-9 | COc1ccc(S(=O)(=O)Nc2cc3c4c(oc3c3ccccc23)CCCC4)cc1
1 | CCOC(=O)c1c(NC(=O)c2ccc([N+](=O)[O-])cc2)sc(C)c1C
-8 | COC(=O)[C@@H](NC(=O)Nc1ccc(OC)cc1)C(C)C
0 | COc1ccc(-n2nnnc2SC(C)C(N)=O)cc1 (centres undefined)
-9 | Cc1ccc(-n2nc3c(c2NC(=O)CCC2CCCC2)CS(=O)(=O)C3)c(C)c1
2 | CCc1ccccc1NC(=O)c1ccc(F)c(S(=O)(=O)N(CC)CC)c1
-2 | CC(Sc1nnc(-c2ccc(O)cc2)o1)C(=O)Nc1cccc2ccccc12 (centres undefined)
-2 | C=CCOC(=O)C1=C(C)N(CC)C(=O)NC1c1ccc([N+](=O)[O-])cc1 (centres undefined)
-7 | CC(C)c1cc(C(C)C)c(S(=O)(=O)NCc2ccco2)c(C(C)C)c1
-4 | CC(C)CC(=O)CN1C(=O)C2(OCCO2)c2ccccc21
-51 | Cc1ccc(CNC(=O)C2CCN(S(=O)(=O)c3cccc4nonc34)CC2)cc1
0 | Cc1cccc(NC(=O)c2ccc(NCc3ccccc3Cl)c([N+](=O)[O-])c2)c1
-2 | Cc1ccc(S(=O)(=O)N=S(CC2CC2(Cl)Cl)c2ccccc2)cc1 (centres undefined)
-3 | CCOc1nc(-c2ccccc2)c2cc(Br)ccc2n1
1 | CCCCNc1ncnc2sc3c(c12)CCCCC3
-10 | COc1ccccc1NC(=O)N(CCN(C)C)Cc1cc2cc(C)ccc2[nH]c1=O
3 | CCN(Cc1ccccc1)C1CCN(Cc2cccc(OC)c2)CC1
-4 | C/C(NC1CCCC1)=C(/C#N)C(N)=O
-7 | CC1=C(n2nnc3ccccc32)C(c2ccccc2)C(C#N)=C(N)O1 (centres undefined)
1 | O=C1CCN(C(=O)c2ccccc2)c2cc3ccccc3cc21
-4 | O=c1c2sccc2n(Cc2ccccc2Cl)c(=O)n1-c1ccc(F)cc1
0 | CCCCCCn1c(CN2CCN(Cc3ccccc3)CC2)nc2c1c(=O)n(C)c(=O)n2C
3 | Cc1nn(Cc2n[nH]c(=S)n2Cc2ccccc2)c(C)c1Cl
5 | CCOC(=O)N1CCN(C(c2ccc(F)cc2)c2sc3nc(C)nn3c2O)CC1 (centres undefined)
-1 | CCOC(=O)c1sc(Nc2nc(C)cc(OC)n2)nc1C
2 | C=CCn1c2ccccc2c2nnc(SC(CC)C(=O)Nc3nc(C)c(C(=O)OCC)s3)nc21 (centres undefined)
0 | Clc1ccc(Sc2oc(/C=N/n3cnnc3)cc2Br)cc1
1&0 | Cc1cccc(NC(=O)c2cc(S(=O)(=O)NCc3ccco3)ccc2F)c1C
0 | COc1ccc(Cl)cc1NC(=O)c1cc2n(n1)C(C(F)(F)F)CC(c1ccc(OC)c(OC)c1)N2 (centres undefined)
4 | CCOC(=O)C1(Cc2ccc(O)cc2)NC(c2ccccc2F)C2C(=O)N(C)C(=O)C21 (centres undefined)
-7 | Cc1ccc(NC(=O)CSc2nccc(=O)[nH]2)c(S(=O)(=O)N2CCOCC2)c1
-1 | O=C1CC(c2ccc(F)cc2)Sc2nc(-c3ccc(F)cc3)nn21 (centres undefined)
-31 | CS(=O)(=O)c1ncc(Cl)c(C(=O)Nc2ccc(N3CCOCC3)cc2)n1

Entries from the list above that contain two or more sulfur atoms:
14-3-3g Raf | SMILES
-3 | CC1(C)CN=C(N2CCN(C3=NCC(C)(C)S3)CC2)S1
-2 | Cc1ccc(S(=O)(=O)N=S(CC2CC2(Cl)Cl)c2ccccc2)cc1 (centres undefined)
2 | C=CCn1c2ccccc2c2nnc(SC(CC)C(=O)Nc3nc(C)c(C(=O)OCC)s3)nc21 (centres undefined)
-7 | Cc1ccc(NC(=O)CSc2nccc(=O)[nH]2)c(S(=O)(=O)N2CCOCC2)c1

(continued)
14-3-3g Raf | SMILES
-8 | CCC(C)OC(=O)C1=C(C)NC2=C(C(=O)C(C(=O)OC)C(C)C2)C1c1coc2ccccc2c1=O (centres undefined)
-6 | c1ccc(NC2=NC3(CCCCC3)Cc3ccccc32)cc1
-2 | O=C(Oc1ccc(-c2cn3c(n2)SCC3)cc1)c1ccccc1
-6 | CC1=C(C(N)=O)C(c2ccc(Cl)cc2)NC(=O)N1 (centres undefined)
-2 | CC(=O)Nc1ccc(Nc2ccc(N3C(=O)C4CCC(C)CC4C3=O)cc2[N+](=O)[O-])cc1 (centres undefined)
-7 | C=CCn1nnnc1SCC(=O)Nc1ccccc1C(=O)OC
-4 | O=C(NCc1cccs1)C1CCN(S(=O)(=O)c2ccc3c(c2)OCCO3)CC1
-2 | CCC(C)NC(=O)C(Cc1ccccc1)NS(=O)(=O)c1cccs1 (centres undefined)
-2 | CN(C)CCNc1nc2c(c(=O)[nH]c(=O)n2C)n1CC(O)COc1ccc(Cl)cc1Cl (centres undefined)
-5&-6 | COCCCNC(=O)c1ccc(Cn2c(=O)[nH]c3ccccc3c2=O)cc1
-11&-7 | c1coc(CNc2nc(N3CCCCC3)nc3ccccc23)c1
-13 | CCCn1c(=NC(=O)c2ccccc2Br)c(C(=O)OCC)cc2c(=O)n3ccccc3nc21
-4 | CCc1ccc(-n2nc3ccc(NC(=O)c4cc(OC)cc(OC)c4)cc3n2)cc1
2 | CCc1sc(-c2cc3ccc(OC(C)=O)cc3oc2=O)nc1-c1ccc(Br)cc1
-10 | O=C(O)c1cccnc1SCc1ccc([N+](=O)[O-])cc1
2 | Cc1ccn2c(Nc3ccc(C(C)C)cc3)c(-c3ccccn3)nc2c1
-27 | COc1ccc(OC)c(C2C3=C(N=C4SCC(=O)N42)c2ccccc2CC3)c1 (centres undefined)
-2 | COc1ccc(Nc2ccc(NC(=O)c3cc4ccccc4cc3OC)cc2)cc1
-11 | Cc1ccc(S(=O)(=O)Nc2ccc(Cc3ccc(NS(=O)(=O)c4ccc(C)cc4)cc3)cc2)cc1
5 | COc1ccccc1C(NC(=O)C(C)C)c1ccc2cccnc2c1O (centres undefined)
0 | O=C(O)C1C2C=CC(C2)C1C(=O)OCC1CCCO1 (centres undefined)
-10 | CCOc1nc(NCCC2=CCCCC2)nc(N2CCOCC2)n1
-4 | Oc1c(C(Nc2ccccn2)c2ccc(OC(F)F)cc2)ccc2cccnc12 (centres undefined)
3 | COc1ccc(S(=O)(=O)Nc2nnc(C(C)(C)C)s2)cc1
-4 | c1ccc(CSc2nc3ccccc3[nH]2)nc1
-2 | CC(=O)Nc1nc(C)c(-c2csc(Nc3cc(C)ccn3)n2)s1
3 | Cc1ccccc1-c1nnc(SCC(=O)N2CCCCC2)o1
-4 | CCc1ccc(-c2nc(CSCC(=O)NCCCN3CCCC3=O)c(C)o2)cc1
-31 | O=C(NCc1ccccn1)c1ccc2c(c1)N(Cc1cccc(F)c1)C(=O)c1ccccc1S2
-1 | CCOC(=O)C1=C(C(F)(F)F)Nc2ncnn2C1c1cc(OC)ccc1OC (centres undefined)
-8 | CCOC(=O)C(NS(=O)(=O)c1ccc([N+](=O)[O-])cc1)C(C)C (centres undefined)
-9 | COc1ccc(N(CC(=O)NC2CCCC2)C(=O)c2ccc(N3CCCCC3)nc2)cc1
4 | Cc1ccc(F)c(NC(=O)c2c(-c3ccccc3Cl)noc2C)c1
-8 | Cc1c(Cl)cccc1NC(=O)c1ccc(N2C(=O)c3ccccc3C2=O)cc1
0 | Cc1ccc(C)c(C(=O)COC(=O)c2nonc2N)c1
-10 | Cc1sc2ncnc(NCc3ccco3)c2c1C
-6 | O=c1/c(=C\c2cccn2-c2ccccc2)sc2nc3ccccc3n12
2 | CCN(CC)C(c1ccc(F)cc1)c1c(O)[nH]c(=O)[nH]c1=O (centres undefined)
-5 | CSc1cccc(Sc2cc(C(=O)NCc3ccc4c(c3)OCO4)c3ccccc3n2)c1
1 | CC1(C)CC(=O)C2=C(C1)NCN(Cc1ccc3c(c1)OCO3)C2
0 | CC(C)n1c(=NC(=O)c2ccco2)c(C#N)cc2c(=O)n3ccccc3cc21
-1 | CCCNC(=O)C1CN(S(=O)(=O)c2ccccc2)CCN1S(=O)(=O)c1ccccc1 (centres undefined)
-2 | Cc1c(Cl)cccc1NC(=O)COc1ccccc1C(C)(C)C
-4 | C=CCn1c(SCC(=O)NC(=O)NCc2ccco2)nc2sc(CC)cc2c1=O
-10 | COc1ccccc1Cn1c(=S)[nH]c2cc(C(=O)NCc3ccco3)ccc2c1=O
-4 | O=C(C1CCCO1)N1CCN(S(=O)(=O)c2cccc3nsnc23)CC1 (centres undefined)
-1 | O=C1N(Cc2ccccc2)c2ccccc2C1(c1ccccc1)c1ccccc1
-13 | COc1ccccc1NC(=O)c1ccc2c(=O)n(Cc3ccco3)c(=S)[nH]c2c1
-4 | O=C(NCCCn1ccnc1)c1cccnc1
-8&-1 | CCC(=O)N1c2ccccc2NC2=C(C(=O)CCC2)C1c1ccc(N(C)C)cc1 (centres undefined)

(listing goes on)
14-3-3g Raf | SMILES
-14 | Cc1ccccc1CSCCC(=O)NC1CCCC(C)C1C (centres undefined)
-5 | Cn1ncc([N+](=O)[O-])c1C(=O)Nc1ccccc1Cl
-4&-11 | COCCNC(=O)c1nn(-c2cc(OC)cc(OC)c2)c(=O)c2ccccc12
-11 | CCCC(=O)OCCNc1cc(SC(C)C)c2nonc2c1[N+](=O)[O-]
1 | Cc1c(Cl)cccc1N1C(=O)C2CCCCC2C1=O (centres undefined)
1 | O=C(Nc1ccc(C(=O)N2CCOCC2)cc1)C1COc2ccccc2O1 (centres undefined)
-3 | CC1(C)CC(=O)C2=C(C1)c1c(ccc3ccccc13)NC2c1ccc(C(=O)O)cc1 (centres undefined)
-37 | CCOC(=O)c1ccc(NC(=O)CSc2nc3ccccc3[nH]2)cc1
0 | CN(C)CCNC(=O)C1c2ccccc2C(=O)N2CCc3ccccc3C12 (centres undefined)
-5 | COc1ccc(-c2cc(=O)[nH]c(NCc3ccccc3)n2)cc1
0&-3 | Cc1cccc(Cn2c(SCCN3CCCCC3)nc3c2c(=O)[nH]c(=O)n3C)c1
-8 | CCOCCOc1nc2c(c(=O)n(C)c(=O)n2C)n1CCc1ccccc1
-2 | COc1ccccc1C(=O)Oc1ccc2c(c1)C(C)=CC(C)(C)N2
-6&-6 | CCOc1ccc(Nc2cc(=O)n(C)c(=O)n2C)cc1
-6 | O=C(Cn1c2ccccc2n2nc(-c3ccccc3)nc12)c1ccc(Br)cc1
-6 | CC(C)(C)OC(=O)C1C(=O)CC(C)(O)C(C(=O)OC(C)(C)C)C1c1ccc(F)cc1 (centres undefined)
1 | Cc1ccc(C2=CC(c3ccc(C)cc3)n3nnnc3N2)cc1 (centres undefined)
4 | Cc1ccc(S(=O)(=O)N2CCN(S(C)(=O)=O)C2C(C)C)cc1 (centres undefined)
3 | CC(=O)Nc1ccc2c(c1)CCN2S(=O)(=O)c1ccc(C)cc1
-4 | O=C(CN1C(=O)CSc2cc(S(=O)(=O)N3CCCCCC3)ccc21)NCCC1=CCCCC1
-7 | C=CCOc1cc(C)nc(N2CCOCC2)n1
-1 | CCN1C(=O)C(C)S/C1=N\S(=O)(=O)c1ccc(Cl)s1 (centres undefined)
-4 | CCCCNC(=O)NS(=O)(=O)c1c(OC)cc(C)nc1Cl
2 | CC1(CC(=O)c2ccc([N+](=O)[O-])cc2)C(=O)OC(c2ccccc2)C(C)(C)C1=O (centres undefined)
0 | Cn1c(=O)c2c(ncn2CCCNC2=CC(C)(C)CC(=O)C2)n(C)c1=O
-10 | Cc1cccc(NC(=O)CSc2nnc(-c3ccccc3C)o2)c1
-9 | CN(C)CCNc1nc(-c2ccc(Cl)cc2)nc2ccccc12

Seven entries from above, with tabs:
molecule	14-3-3g Raf
CCOCCOc1nc2c(c(=O)n(C)c(=O)n2C)n1CCc1ccccc1	-8
COc1ccccc1C(=O)Oc1ccc2c(c1)C(C)=CC(C)(C)N2	-2
CCOc1ccc(Nc2cc(=O)n(C)c(=O)n2C)cc1	-6&-6
O=C(Cn1c2ccccc2n2nc(-c3ccccc3)nc12)c1ccc(Br)cc1	-6
CC(C)(C)OC(=O)C1C(=O)CC(C)(O)C(C(=O)OC(C)(C)C)C1c1ccc(F)cc1 (centres undefined)	-6
Cc1ccc(C2=CC(c3ccc(C)cc3)n3nnnc3N2)cc1 (centres undefined)	1
Cc1ccc(S(=O)(=O)N2CCN(S(C)(=O)=O)C2C(C)C)cc1 (centres undefined)	4

An excerpt from above in order of the 14-3-3g Raf value, high to low.
14-3-3g Raf | SMILES
1 | O=C(Nc1ccc(C(=O)N2CCOCC2)cc1)C1COc2ccccc2O1 (centres undefined)
0 | CN(C)CCNC(=O)C1c2ccccc2C(=O)N2CCc3ccccc3C12 (centres undefined)
-3 | CC1(C)CC(=O)C2=C(C1)c1c(ccc3ccccc13)NC2c1ccc(C(=O)O)cc1 (centres undefined)
-7 | C=CCOc1cc(C)nc(N2CCOCC2)n1

Screens (PubChem)

The list is partial (hit frequency here may not be typical).
